# Bioassay records (PubChem BioAssay)
# WRN inhibitor = WRN helicase (human) inhibition; Q14191; WRN helicase unwinding, fluorescent forked duplex, kinetic; Potency, µM (titrated, usually from 114 µM), without a hit: at the highest dose activity change, negative = inhibition, actives largely listed as inhibitors; 360,000 tested, 0.46% active; further: potency means the concentration at half of the fitted maximal effect; on the % scale 0 is the no-effect control and ±100 the full control effect; nearly all actives have a fitted effect of over 55% in size
#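 Kinetic red-fluorescence monitoring (525/598 nm) tracks WRN helicase activity after 100 nM fluorophore-quencher forked duplex and 2 mM ATP are added to 20 nM enzyme pretreated 15 min at room temperature with compound.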
# EPAC1 ag = agonists of human EPAC1. O95398. EPAC1 agonist qHTS, biochemical assay; response scale: 100% = response to 6.5 mM cAMP. Potency, µM (series often up to 154 µM), for inactives: top-dose activation, actives largely listed as activators. 360,000 tested, 0.073% active; further: potency means the concentration at half of the fitted maximal effect; nearly all actives have a fitted effect of over 60% in size
#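 EPAC1 100 nM, Rap1B–BODIPY-GDP 250 nM, unlabeled GDP 50 uM; compound titration; 5 min RT; kinetic read ex480/em540 at 5-min intervals ×30 min; data normalized to 6.5 mM cAMP agonist control.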
# PLK1 PBD inh = blocks phosphopeptide binding to human PLK1 polo-box domain; Plk1 PBD binding of FITC phosphopeptide, fluorescence polarization; Potency, µM, for inactives: max response, negative = inhibition, hits mostly inhibitors; 360,000 tested, 2.8% active; further: potency means the concentration at half of the fitted maximal effect; series mostly up to about 57 µM; on the % scale 0 is the no-effect control and ±100 the full control effect; nearly all actives have a fitted effect of over 65% in size
# Target sequence (P53350 whole entry, looked up, the tested form may be a part): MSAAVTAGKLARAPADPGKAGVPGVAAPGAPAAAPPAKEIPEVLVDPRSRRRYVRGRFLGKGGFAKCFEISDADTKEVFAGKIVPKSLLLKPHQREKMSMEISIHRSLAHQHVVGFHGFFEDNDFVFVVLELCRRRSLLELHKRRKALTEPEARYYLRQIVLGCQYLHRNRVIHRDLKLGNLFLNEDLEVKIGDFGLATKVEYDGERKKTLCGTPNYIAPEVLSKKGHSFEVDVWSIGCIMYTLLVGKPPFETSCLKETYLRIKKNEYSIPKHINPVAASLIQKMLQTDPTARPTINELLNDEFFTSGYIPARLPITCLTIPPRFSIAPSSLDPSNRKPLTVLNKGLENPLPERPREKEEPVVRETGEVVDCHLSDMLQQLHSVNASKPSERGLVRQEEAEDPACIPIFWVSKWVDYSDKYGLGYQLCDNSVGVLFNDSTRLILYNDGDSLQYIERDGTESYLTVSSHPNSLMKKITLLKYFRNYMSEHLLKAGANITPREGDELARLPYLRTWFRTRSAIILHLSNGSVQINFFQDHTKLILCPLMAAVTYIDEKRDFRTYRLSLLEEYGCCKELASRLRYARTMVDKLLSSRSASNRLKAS
# FUS suppressor = FUS proteinopathy suppression in yeast; S. cerevisiae FUS-expressing, growth rescue, OD600, 24 h; Potency, µM (highest dose often 76.6 µM), for inactives: at the top dose growth rescue (activation), hits mostly activators; 390,000 tested, 0.24% active;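 further: potency means the concentration at half of the fitted maximal effect; plate controls were DMSO vehicle for no effect and reference control for full effect; nearly all actives have a fitted effect of over 55% in size; some results filed as inactive show a strong effect at the top dose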
#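 FUS-expressing yeast, raffinose-pregrown, induced in 2% galactose minimal medium at OD 0.005; compounds in a dilution series, 24hr at 30C. Growth restoration read as absorbance at 600 nm. CP55940 positive control, DMSO negative.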
# PI5P4K alpha inh = inhibitors of human PI5P4K alpha | PI5P4Kalpha enzyme, ADP-Glo luminescence, 60 min; stronger effect = lower value | P48426 | max response, % | 330,000 tested, 1.2% active; active means max response of -50% or lower; inconclusive means between -30% and -50%; inactive means -30% or higher; further: value at the top dose of about 77 µM; on the % scale 0 is the no-effect control and ±100 the full control effect
#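 ADP-Glo luminescence end-point read after a 60 min room-temperature kinase reaction of PI5P4Kalpha plus substrate, initiated with ATP at 5 microM final. Buffer: 0.038 M HEPES pH 7.4, EGTA, 0.1% CHAPS, 5% DMSO.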
# EPAC1 antag = antagonists of human EPAC1. 360,000 tested, 0.14% active. Potency, µM (top dose mostly 115 µM), inactives show at the highest dose activity change, negative = inhibition, hits mostly inhibitors. O95398. AID 720709. EPAC1 GEF assay, Rap1b-BODIPY-GDP exchange fluorescence;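 further: potency means the concentration at half of the fitted maximal effect; plate controls were vehicle for no effect and positive control for full effect; nearly all actives have a fitted effect of over 50% in size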
# Abeta yeast res = restores growth of yeast expressing A-beta42 peptide | yeast expressing A-beta42, growth rescue, OD600, 48 h; response scale: 0% DMSO, 100% iron-clioquinol control | Potency, µM (doses to about 46.1 µM), for inactives: at the highest dose growth rescue, usual class: activators | AID 1347071 | 410,000 tested, 0.063% active; further: potency means the concentration at half of the fitted maximal effect; nearly all actives have a fitted effect of over 55% in size
#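 Growth rescue measured by 600 nm absorbance after 48 h yeast culture at 30 C with compound. Values normalized between DMSO and an equimolar ferric chloride plus clioquinol control.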
# IL-2 act = activates IL-2 in a cell-based reporter assay; 360,000 tested, 0.065% active; IL-2 activation reporter assay, cell-based qHTS; stimulated with anti-CD3/CD4/CD28 beads; in transgenic mouse T cells; activation, % (series mostly up to about 46 µM); in the data active means activation above about 50%; inconclusive means mostly about 30% to 49%; further: 0% is about no effect
#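 EGFP and DsRed fluorescence is measured by plate cytometry in unstimulated transgenic mouse T cells exposed to compound for 60 minutes, then stimulated 18 hours at 37 degrees C with anti-CD3/anti-CD4 beads plus anti-CD28.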
# * hit, by the source's call; ? = inconclusive; . = not tested or not shown; [ ] = dose if it differs, or a comment. Unless noted, the call rests on the fitted dose curve; in most records, active means well fitted curve in the direction sought with a large enough effect; inconclusive means small, poorly fitted or top-dose-only effect, or another doubt; inactive means no such curve, though single readings can be large; an effect the other way counts as inactive or inconclusive.
# Start of the data: the first 2 records, to show the layout:
SMILES,WRN inhibitor,EPAC1 ag,PLK1 PBD inh,FUS suppressor,PI5P4K alpha inh,EPAC1 antag,Abeta yeast res,IL-2 act
O=C1c2oc3ccccc3c(=O)c2C(c2ccccn2)N1Cc1ccccc1 (stereo unspecified),9%,-13%,-30%,8%,1,4%,-18%,-1.6
CC(C)Cn1c(SCC(=O)Nc2ccc(Cl)cc2F)nc(O)cc1=O,?,-4%,-20%,15%,4,-15%,18%,-0.3

# Main list (from the top)
SMILES,WRN inhibitor,EPAC1 ag,PLK1 PBD inh,FUS suppressor,PI5P4K alpha inh,EPAC1 antag,Abeta yeast res,IL-2 act
O=C1c2oc3ccccc3c(=O)c2C(c2ccccn2)N1Cc1ccccc1 (stereo unspecified),9%,-13%,-30%,8%,1,4%,-18%,-1.6
CC(C)Cn1c(SCC(=O)Nc2ccc(Cl)cc2F)nc(O)cc1=O,?,-4%,-20%,15%,4,-15%,18%,-0.3
Cc1nc(NC(=O)C2CC2)sc1C(=O)Nc1cccc(Cl)c1,-3%,7%,1%,-35%,4,9%,-2%,-2.8
Cc1cc(C)nc(SCC(=O)NCc2ccco2)n1,-20%,-9%,-10%,.,2,9%,3%,3.5
COc1ccc(CCNc2nc(-c3ccc(O)cc3)cs2)cc1OC,1%,5%,-7%,?,-3,10%,24%,-0.1
O=C1CCCCCN1Cc1nnc(SCc2nc3ccccc3s2)n1-c1ccccn1,-1%,-1%,?,31%,-7,20%,11%,0.5
COc1cccc(N2CC(C(=O)NNC(=O)c3ccc(Cl)cc3)CC2=O)c1 (stereo unspecified),-4%,0%,-5%,-4%,-6,3%,20%,-0.2
CCCCn1c(N)c(N(CCC(C)C)C(=O)c2c(CC)noc2C)c(=O)[nH]c1=O,8%,1%,-8%,-7%,8,3%,3%,-1.1
C[C@@H](C(=O)Nc1ccc2ccccc2c1)[C@H]1C[C@]1(C)[C@H](NC(=O)OCc1ccccc1)c1ccccc1,-5%,-4%,3%,40%,5,5%,-4%,-0.5
COC(=O)C1(C(F)(F)F)N=C(C(F)(F)F)Nc2ccc(Cl)cc21 (stereo unspecified),-10%,-5%,4%,.,-1,1%,29%,0.9
COc1ccc(N=CC2=C(O)c3ccccc3C2=O)c(OC)c1,-11%,7%,-6%,-8%,-13,-17%,-3%,-0.2
COc1ccc(-c2cc(C(=O)NCC(c3ccccc3)N(C)C)c3ccccc3n2)cc1OC (stereo unspecified),-5%[57.1 µM],9%,-1%,-7%,2,-8%,-9%,-0.4
COc1ccc(NC(=O)c2cn(CCC#N)nc2-c2cc3ccccc3o2)cc1,-3%,0%,-6%,0%,-2,6%,14%,0.7
O=C(NCCOc1ccccc1)c1cc2ccccc2o1,4%,2%,-2%,16%,2,13%,-11%,-3.1
COc1ccccc1NC(=O)c1oc2ccc(C)cc2c1C,-11%,5%,-7%,-11%,31,-6%,-18%,-0.2
COc1ccc(-n2nc(C(=O)N3CCCCC3)c3ccccc3c2=O)cc1,-2%,9%,2%,-4%,-4,-14%,?,-0.5
COc1ccc(CCNC(=O)CC2SC(N)=NC2=O)cc1OC (stereo unspecified),2%,-11%,21µM*,9%,2,?,-7%,0.2
CC(=O)c1ccc(NC(=O)COC(=O)CCN2C(=O)c3cccc([N+](=O)[O-])c3C2=O)cc1,-1%,-13%,-5%,8%,4,3%,1%,-0.9
CCCCNC(=O)c1onc(CSc2ccncc2)c1C(=O)NCCCC,6%,-12%,2%,8%,-3,-25%,11%,-0.4
Cc1ccc(N/C=C/C(=O)c2ccccc2)cc1Br,-4%,15%,-4%,-15%,2,-12%,-10%,-0.7

# 13 compounds from above, sorted by SMILES length, rising:
SMILES,WRN inhibitor,EPAC1 ag,PLK1 PBD inh,FUS suppressor,PI5P4K alpha inh,EPAC1 antag,Abeta yeast res,IL-2 act
Cc1ccc(N/C=C/C(=O)c2ccccc2)cc1Br,-4%,15%,-4%,-15%,2,-12%,-10%,-0.7
COc1ccccc1NC(=O)c1oc2ccc(C)cc2c1C,-11%,5%,-7%,-11%,31,-6%,-18%,-0.2
COc1ccc(CCNC(=O)CC2SC(N)=NC2=O)cc1OC (stereo unspecified),2%,-11%,21µM*,9%,2,?,-7%,0.2
COc1ccc(N=CC2=C(O)c3ccccc3C2=O)c(OC)c1,-11%,7%,-6%,-8%,-13,-17%,-3%,-0.2
CCCCNC(=O)c1onc(CSc2ccncc2)c1C(=O)NCCCC,6%,-12%,2%,8%,-3,-25%,11%,-0.4
COc1ccc(-n2nc(C(=O)N3CCCCC3)c3ccccc3c2=O)cc1,-2%,9%,2%,-4%,-4,-14%,?,-0.5
O=C1CCCCCN1Cc1nnc(SCc2nc3ccccc3s2)n1-c1ccccn1,-1%,-1%,?,31%,-7,20%,11%,0.5
COc1ccc(NC(=O)c2cn(CCC#N)nc2-c2cc3ccccc3o2)cc1,-3%,0%,-6%,0%,-2,6%,14%,0.7
COc1cccc(N2CC(C(=O)NNC(=O)c3ccc(Cl)cc3)CC2=O)c1 (stereo unspecified),-4%,0%,-5%,-4%,-6,3%,20%,-0.2
CCCCn1c(N)c(N(CCC(C)C)C(=O)c2c(CC)noc2C)c(=O)[nH]c1=O,8%,1%,-8%,-7%,8,3%,3%,-1.1
COc1ccc(-c2cc(C(=O)NCC(c3ccccc3)N(C)C)c3ccccc3n2)cc1OC (stereo unspecified),-5%[57.1 µM],9%,-1%,-7%,2,-8%,-9%,-0.4
CC(=O)c1ccc(NC(=O)COC(=O)CCN2C(=O)c3cccc([N+](=O)[O-])c3C2=O)cc1,-1%,-13%,-5%,8%,4,3%,1%,-0.9
C[C@@H](C(=O)Nc1ccc2ccccc2c1)[C@H]1C[C@]1(C)[C@H](NC(=O)OCc1ccccc1)c1ccccc1,-5%,-4%,3%,40%,5,5%,-4%,-0.5

# Remaining list, next part
SMILES,WRN inhibitor,EPAC1 ag,PLK1 PBD inh,FUS suppressor,PI5P4K alpha inh,EPAC1 antag,Abeta yeast res,IL-2 act
O=C(OCn1nnc2ccccc2c1=O)C1COc2ccccc2O1 (stereo unspecified),-6%,5%,-10%,69%,.,4%,-25%,1.0
COc1ccc(CC(CN)c2ccccc2)cc1 (stereo unspecified),-8%,-19%,-7%,-7%,1,16%,-6%,-0.4
CC(=O)NCc1ccc(S(=O)(=O)NC2CCN(Cc3ccccc3)CC2)cc1,-4%,-7%,-4%,17%,10,-8%,-17%,0.9
CC1CCCCC1NC(=O)CSc1nnc(CNC(=O)c2ccccc2)n1C (stereo unspecified),-4%,17%,-11%,-7%,-7,-26%,-14%,0.8
CCOC(=O)c1c(N)c(C#N)c2n1CCCCC2,5%,1%,-11%,12%,0,-5%,9%,0.7
CC(C)(C)CC(=O)Nc1nnc(CCc2ccccc2)s1,-11%,-12%,-9%,11%,5,-18%,1%,-1.0
CCOC(=O)C(NC(C)=O)(Nc1cccc(F)c1)C(F)(F)F (stereo unspecified),-4%,11%,-4%,-10%,2,9%,2%,-0.1
